p53ts 39C tox: qHTS Screen for Compounds that Selectively Target Cancer Cells with p53 Mutations: Cytotoxicity of p53ts Cells at the Nonpermissive Temperature. actives 1.5% (n = 130,000). Potency, µM (top dose mostly 46.1 µM), without a hit: at the top dose activity change, negative = cell killing, usual class: cytotoxic. AID 902, 2007. H1299-p53A138V viability at 39C, ATP luminescence, 24 h; note: nearly all actives have a fitted effect of over 55% in size
IkB sig inh: IkB Signaling | Potency, µM (highest dose often 57.1 µM), for the others: at the highest dose IkBa stabilization activation | actives 0.04% (n = 110,000) | AID 445, 2006 | ABC-DLBCL IkBa-CBG/CBR dual luciferase ratio, 4 h; response scale: scaled: untreated 0%, proteasome inhibitor 100%; active = well fitted curve in the direction sought with a large enough effect in the signal ratio, not every such curve was filed as active; inconclusive = small, poorly fitted or top-dose-only effect, or a change in a side signal; the % refers to the signal ratio;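 note: the direction sought is a rising ratio; 0% = basal untreated cells and 100% = reference inhibitor full response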
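In this assay, an IκBα–CBG68 fusion accumulates when IKK-driven degradation is blocked; native CBR normalizes for cell number. OCI-Ly3 cells were treated 4 h with compound and doxycycline, then green and red light read after Chroma-Glo addition.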
Peg3 imprint: qHTS Assay for Compounds that Induce Erasure of Genomic Imprints; mouse ES Peg3-LacZ reporter, beta-gal luminescence, 40 h; Potency, µM (series often up to 60.7 µM), without a hit: top-dose activity change, positive = activation, usual class: activators; actives 0.02% (n = 110,000);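 note: 0% = negative control wells on the plate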
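Imprint erasure is scored as LacZ activity from the silenced maternal Peg3 allele in feeder-free female ES cells cultured 40 h with LIF. Luminescence is normalized to in-plate negative controls and fitted to the Hill equation.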
p53ts 32C kill: qHTS Screen for Compounds that Selectively Target Cancer Cells with p53 Mutations: Cytotoxicity of p53ts Cells at the Permissive Temperature. H1299-p53A138V at 32C, ATP luminescence viability, 24 h. actives 0.93% (n = 130,000). Potency, µM (series often up to 46.1 µM), for the others: at the top dose activity change, negative = cytotoxicity, most hits filed as cytotoxic;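 note: 0% = DMSO and -100% = full killing by reference compound; nearly all actives have a fitted effect of over 55% in size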
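ATP-content luminescence (ATPlite) read-out after 24 h compound exposure at 32C in H1299-p53A138V cells (600/well). Tested up to 46 uM. Normalized to DMSO (0%) and 100 uM tamoxifen (100% killing); Hill-fit AC50.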
* hit, by the source's call; ? = inconclusive; / = no result given; [ ] = another dose, or the depositor's remark. Unless noted, calls come from the whole dose curve; as a rule, active = well fitted curve in the direction sought with a large enough effect; inconclusive = small, poorly fitted or top-dose-only effect, or another doubt; inactive = no such curve, though single readings can be large; an effect the other way counts as inactive or inconclusive. Unless noted, % is set by controls: 0 for no effect and ±100 for the full control effect; potency is the fitted concentration of half-maximal effect.

Values in the order – p53ts 39C tox | IkB sig inh | Peg3 imprint | p53ts 32C kill
[1] CCOc1ccc(-c2c(C)nn3c(C)c(C(=O)NCCc4ccc(Cl)cc4)cnc23)cc1OCC
 : -3% | -1.8% | -13%[10.9 µM] | -9%
[2] Cc1ccc(-c2nc3ccccc3[nH]2)cc1NC(=O)COc1ccccc1[N+](=O)[O-]
 : 7.9µM* | ? | -15%[10.9 µM] | 16µM*
[3] CCC/C=C(\CCC)C(NS(=O)(=O)c1cccs1)c1ccc(C(=O)OC)cc1 (stereo not drawn)
 : -3% | / | -21% | 35%[activator]
[4] Cc1ccc(NS(=O)(=O)c2ccc(-c3cc(C)no3)cc2)c(Br)c1
 : ? | ? | -4%[10.9 µM] | 6%
[5] CCc1nnc(NC(=O)CSc2nc3ccccc3c(=O)n2CCCOC)s1
 : 22% | / | / | 6%
[6] CCCn1c(=O)c2ccccc2n2c(SCC(=O)Nc3cc(C)on3)nnc12
 : -5% | -2.8% | 20% | 0%
[7] Cc1ccc(-n2nc(-c3ccccc3)c3cnc4cc5c(cc4c32)OCO5)cc1C
 : -10% | -0.2% | -15%[10.9 µM] | -3%
[8] CCN1C(=O)c2cccc3c(NC(=O)C4CCCCC4)ccc1c23
 : -19% | -0.8% | -16% | -6%
[9] CC1CN(S(=O)(=O)c2cccc3nsnc23)CC(C)O1 (stereo not drawn)
 : 3% | / | / | 12%
[10] CCCCOc1ccc(NC(=O)c2cnc(C)cn2)cc1
 : -19% | -0.1% | -14% | -2%
[11] COC1(OC)N=C(N)C2(C#N)C(c3ccc4c(c3)OCO4)C12C#N (stereo not drawn)
 : -5% | -1.1% | -6% | -8%
[12] Cc1ccc2nc(SCc3nnc(-c4cccs4)o3)[nH]c2c1
 : -10% | 0.4% | -7% | -2%
[13] Cc1ncc(CO)c2c1Oc1nc(-c3ccccc3)nc(SCC(=O)Nc3cccc(C(F)(F)F)c3)c1C2
 : 9% | -1.4% | -12%[10.9 µM] | -4%
[14] CCOC(=O)c1[nH]c(C)c(CCC(=O)Nc2ccccc2OCC)c1C
 : -9% | ? | 14%[10.9 µM] | 4%
[15] O=C(O)Cn1c(-c2ccccc2)nc2ccccc21
 : -4% | 0.3% | -4% | -3%

Next entries:
Values in the order – p53ts 39C tox | IkB sig inh | Peg3 imprint | p53ts 32C kill
[16] Cc1cccc(CSc2nc3cc(C(=O)NC4CCCC4)ccc3c(=O)n2Cc2ccccc2)c1
 : -9% | -0.3% | -9%[10.9 µM] | -2%
[17] O=C(Nc1ccc(Br)c(Cl)c1)c1ccc(C(=O)Nc2ccc(Br)c(Cl)c2)cc1
 : 2% | 4.8% | -4%[10.9 µM] | -5%
[18] CCOC(=O)c1[nH]c2ccccc2c1NC(=O)c1ccccc1OCC
 : ? | ? | -20%[10.9 µM] | -20%
[19] CCCC(=O)Nc1nnc(-c2cccc(OCC)c2)s1
 : -3% | -3.4% | -12% | -2%
[20] O=C(Nc1cc(C(F)(F)F)ccc1Cl)c1cc(C2CC2)on1
 : -2% | 0.9% | 8% | -4%
[21] O=C(/C=C/c1c(C(=O)O)[nH]c2cc(Cl)cc(Cl)c12)Nc1ccccc1
 : 3% | / | -11% | -7%
[22] O=C(CCc1ccccc1)Nc1ncc2c(n1)CCCC2=O
 : 18% | -1.3% | -6% | -4%
[23] O=C(CSc1c2c(nc3cc(Cl)ccc13)CCCC2)NCc1ccccc1Cl
 : ? | ? | -14%[10.9 µM] | -5%
[24] CCCn1c(NCc2ccccc2F)nc2ccccc21
 : -17% | 2.2% | -9%[10.9 µM] | -7%
[25] CN(Cc1ccccc1)C(=O)CSc1nc2ccccc2n1Cc1ccccc1F
 : -7% | ? | -3%[10.9 µM] | 7%
[26] CN(C)S(=O)(=O)c1ccccc1C#N
 : 12% | -2.4% | -6% | 0%
[27] COc1ccc(CNC(=O)CCn2c(=O)c3cccn3c3ccc(F)cc32)cc1OC
 : 0% | 1.2% | ? | 14%
[28] COC(=O)C(C)NC(=O)N1CCN(c2nnc(C)c3c(C)n(-c4ccc(Cl)cc4)nc23)CC1 (stereo not drawn)
 : -5% | ? | -6%[10.9 µM] | 8%
[29] Nc1nnc(CCS(=O)(=O)c2cc(Cl)ccc2Cl)s1
 : -14% | 1.2% | -2% | -1%
[30] CCCCOc1cccc(OCCCC)c1C(=O)Nc1cc(C)on1
 : 40%[activator] | 1.6% | -16% | 12%

Carrying on:
Values in the order – p53ts 39C tox | IkB sig inh | Peg3 imprint | p53ts 32C kill
[31] CC1(C)CC(NC(=O)CCC2CCCC2)CC(C)(C)N1
 : -2% | 0.2% | -13% | -9%
[32] CCOc1ccc2nc(NCCNC(=O)Nc3cccc(C)c3)c(C#N)cc2c1
 : -23% | -0.1% | -13% | ?
[33] CCC(C)(C)NC(=O)C1CCC(CNS(=O)(=O)c2ccc3c(c2)CC(C)N3C(C)=O)CC1 (stereo not drawn)
 : 8% | ? | -16%[10.9 µM] | 5%
[34] O=C(CSc1nnc(-c2cccc(F)c2)c(-c2cccc(F)c2)n1)NC1CCCCC1
 : -28% | ? | 22%[10.9 µM] | 21%
[35] C=CCOC(=O)C(C#N)c1nc2ccccc2nc1N1CCN(Cc2ccccc2)CC1 (stereo not drawn)
 : 3% | -1.7% | -19% | 3%
[36] COc1ccccc1C(=O)Nc1c(C(=O)N2CCN(c3ccccc3F)CC2)oc2ccccc12
 : -6% | ? | -12%[10.9 µM] | 10%
[37] Cc1ccccc1NC(=O)C1CCN(c2cc(-c3ccccc3)nc3ncnn23)CC1
 : 29% | / | / | 8%
[38] CC1=C(C(=O)N2CCCCCC2)C2(CCC(C)CC2)OC1=O (stereo not drawn)
 : -6% | -1.8% | -3% | -4%
[39] COc1cc2c(cc1OC)C(C)N(C(=O)c1cc3n(n1)C(C(F)(F)F)CC(c1ccco1)N3)CC2 (stereo not drawn)
 : 6% | ? | -17% | -2%
[40] Cn1nnc2c(NCCc3ccccc3)ncnc21
 : -13% | -1.1% | -16%[10.9 µM] | 0%
[41] NC(=O)COc1ccc(NC(=O)OCc2ccccc2)cc1
 : ? | -0.8% | -1% | ?
[42] Cn1c(CSc2ncccn2)nnc1SCC(=O)N1CCCc2ccccc21
 : 9% | 1.2% | -4% | 4%
[43] COc1cc2oc(=O)c(CC(=O)NCc3ccc(OC)c(OC)c3)c(C)c2cc1Cl
 : -12% | -0.4% | -9%[10.9 µM] | -1%
[44] CCn1c(=O)c2cc(C(=O)N3CCN(C(=O)c4ccco4)CC3)sc2c2ccccc21
 : -5% | -1.3% | -16% | 13%
[45] Cc1[nH]nc2c1C1(CCN(C(=O)OCc3ccccc3)CC1)C(C#N)=C(N)O2
 : 1% | 15% | / | -15%
[46] CCN(CC)c1ccc(C(=O)OCC(=O)c2ccco2)cc1
 : -11% | -0.6% | -17% | -6%
[47] COc1ccccc1N1CCN(S(=O)(=O)c2cc(-c3cc(C)no3)ccc2C)CC1
 : -11% | ? | -4%[10.9 µM] | -1%
[48] COC(=O)c1sccc1S(=O)(=O)N(CC(=O)NCc1ccc(F)cc1)c1ccc(Cl)cc1
 : -6% | ? | 19%[10.9 µM] | 9%

Structures listed so far that have fluorine, in the order listed:
Values in the order – p53ts 39C tox | IkB sig inh | Peg3 imprint | p53ts 32C kill
[13] Cc1ncc(CO)c2c1Oc1nc(-c3ccccc3)nc(SCC(=O)Nc3cccc(C(F)(F)F)c3)c1C2
 : 9% | -1.4% | -12%[10.9 µM] | -4%
[20] O=C(Nc1cc(C(F)(F)F)ccc1Cl)c1cc(C2CC2)on1
 : -2% | 0.9% | 8% | -4%
[24] CCCn1c(NCc2ccccc2F)nc2ccccc21
 : -17% | 2.2% | -9%[10.9 µM] | -7%
[25] CN(Cc1ccccc1)C(=O)CSc1nc2ccccc2n1Cc1ccccc1F
 : -7% | ? | -3%[10.9 µM] | 7%
[27] COc1ccc(CNC(=O)CCn2c(=O)c3cccn3c3ccc(F)cc32)cc1OC
 : 0% | 1.2% | ? | 14%
[34] O=C(CSc1nnc(-c2cccc(F)c2)c(-c2cccc(F)c2)n1)NC1CCCCC1
 : -28% | ? | 22%[10.9 µM] | 21%
[36] COc1ccccc1C(=O)Nc1c(C(=O)N2CCN(c3ccccc3F)CC2)oc2ccccc12
 : -6% | ? | -12%[10.9 µM] | 10%
[39] COc1cc2c(cc1OC)C(C)N(C(=O)c1cc3n(n1)C(C(F)(F)F)CC(c1ccco1)N3)CC2 (stereo not drawn)
 : 6% | ? | -17% | -2%
[48] COC(=O)c1sccc1S(=O)(=O)N(CC(=O)NCc1ccc(F)cc1)c1ccc(Cl)cc1
 : -6% | ? | 19%[10.9 µM] | 9%

Grouped by structure: those above containing bromine.
Values in the order – p53ts 39C tox | IkB sig inh | Peg3 imprint | p53ts 32C kill
[4] Cc1ccc(NS(=O)(=O)c2ccc(-c3cc(C)no3)cc2)c(Br)c1
 : ? | ? | -4%[10.9 µM] | 6%
[17] O=C(Nc1ccc(Br)c(Cl)c1)c1ccc(C(=O)Nc2ccc(Br)c(Cl)c2)cc1
 : 2% | 4.8% | -4%[10.9 µM] | -5%
